TEAD-YAP block – TEAD-YAP interaction inhibition; actives 1.4% (n = 640,000); AID 1259422; HEK-TIYL cells, TEAD-Gal4/YAP UAS-luciferase luminescence; inhibition, % at 9.12 µM; in the data active means inhibition above about 32%;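 further: 0% = median of test compound wells and 100% = reference inhibitor wells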
FBW7 activator – activators of human E3 ligase FBW7. actives 0.13% (n = 650,000). AID 1259310. Q969H0. normalized activity (activation), % at 26.1 µM. AlphaScreen FBW7–phospho-cyclin E peptide binding, activator screen; in the data active means normalized activity above about 1.9%;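 further: purified mutant Fbw7 with reduced substrate affinity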
Target sequence (Q969H0 whole entry, looked up): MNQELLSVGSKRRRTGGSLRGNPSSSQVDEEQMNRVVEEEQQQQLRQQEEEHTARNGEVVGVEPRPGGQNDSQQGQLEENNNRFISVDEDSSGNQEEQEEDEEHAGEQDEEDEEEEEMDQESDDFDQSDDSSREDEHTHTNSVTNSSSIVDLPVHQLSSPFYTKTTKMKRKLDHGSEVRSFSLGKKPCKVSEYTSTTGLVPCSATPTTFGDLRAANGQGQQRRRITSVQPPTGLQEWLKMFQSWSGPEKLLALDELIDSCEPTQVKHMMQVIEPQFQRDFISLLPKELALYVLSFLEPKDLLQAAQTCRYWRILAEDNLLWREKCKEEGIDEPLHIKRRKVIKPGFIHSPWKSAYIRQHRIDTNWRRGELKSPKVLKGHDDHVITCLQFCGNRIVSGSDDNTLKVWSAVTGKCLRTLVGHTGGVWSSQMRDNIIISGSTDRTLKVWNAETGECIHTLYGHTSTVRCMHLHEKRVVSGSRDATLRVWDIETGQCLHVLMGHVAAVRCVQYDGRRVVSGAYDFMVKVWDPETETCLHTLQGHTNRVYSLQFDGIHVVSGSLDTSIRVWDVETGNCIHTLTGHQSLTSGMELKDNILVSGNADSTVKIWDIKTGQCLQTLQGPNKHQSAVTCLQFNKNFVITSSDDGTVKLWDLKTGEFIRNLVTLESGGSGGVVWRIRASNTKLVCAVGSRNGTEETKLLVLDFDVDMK
MITF primary – blocks human microphthalmia-associated transcription factor; AID 1259374; AlphaScreen MITF homodimerization, bead proximity signal; actives 0.91% (n = 650,000); inhibition, % at 2.6 µM; O75030; in the data active means inhibition above about 50%;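 further: 0% = vehicle wells with protein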
GPR151 activ – activates the human receptor GPR151; Q8TDV0; PathHunter beta-arrestin GPR151 cells, luminescence; activation, % at 11.2 µM; actives 1% (n = 650,000); in the data active means activation above about 4.9%;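 further: 0% = median of compound wells and 100% = cells with positive control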
Target sequence (Q8TDV0 whole entry, looked up): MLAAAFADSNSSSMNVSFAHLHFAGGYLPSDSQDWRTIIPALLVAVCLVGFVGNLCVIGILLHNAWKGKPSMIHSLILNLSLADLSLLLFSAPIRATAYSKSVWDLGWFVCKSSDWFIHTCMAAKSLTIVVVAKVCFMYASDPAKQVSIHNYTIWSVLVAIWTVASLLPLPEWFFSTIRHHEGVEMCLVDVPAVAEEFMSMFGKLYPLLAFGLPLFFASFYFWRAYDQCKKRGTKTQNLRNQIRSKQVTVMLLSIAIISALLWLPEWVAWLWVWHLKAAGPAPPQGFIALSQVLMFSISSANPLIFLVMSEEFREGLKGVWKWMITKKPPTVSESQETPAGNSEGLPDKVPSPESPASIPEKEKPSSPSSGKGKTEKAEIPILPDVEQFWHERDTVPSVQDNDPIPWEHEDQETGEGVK
* marks the source's active call; other numbers are inactive results. Compounds were not picked by outcome; 3.4% or so of the library scored in one or more.

SMILES | TEAD-YAP block | FBW7 activator | MITF primary | GPR151 activ
CCN1C(=O)c2ccccc2S(=O)(=O)c2ccc(C(=O)N3CCOCC3)cc21 | -4 | 0.1 | -9 | -1.5
Cc1ccc(S(=O)(=O)N2CCOCC2)cc1NC(=O)CSc1nnc(N)s1 | -3 | -0.3 | -9 | 0.8
CC(=O)C(C)n1c(CN2CCN(c3ccc(F)cc3)CC2)nc2c1c(=O)n(C)c(=O)n2C (stereo not given) | 21 | 0.0 | 6 | -0.4
S=C(Nc1ccc(Cl)cc1)N(CCCN1CCCC1)Cc1ccco1 | 1 | -0.1 | 16 | -1.6
COc1ccc(-c2nc(N/N=C/c3ccco3)sc2C)cc1 | -30 | 0.2 | 19 | -0.3
O=C(CSc1ccccc1)N1CCC(N2CCC(C(=O)N3CCCC3)CC2)CC1 | -1 | -0.1 | 13 | -0.4
NNC(=O)CNc1ccc(Cl)cc1Br | -8 | 0.9 | 13 | -1.1
CCCOC(=O)C1=C(C)NC2=C(C(=O)CCC2)C1c1cc(OC)c(OC)c(OC)c1 (stereo not given) | 6 | 0.1 | 13 | 0.4
Cc1cc(=O)nc2c3ccccc3n(CC(=O)NCc3ccccc3)n12 | -1 | 0.0 | 1 | 1.1
COc1ccc(N2C(=O)/C(=C\C=C\c3ccco3)C(=O)NC2=S)cc1 | -1 | -0.2 | 77* | -1.4
Cc1cc(F)ccc1NC(=O)[C@@H](NS(=O)(=O)c1ccc2c(c1)OCCO2)C(C)C | -1 | 0.0 | 4 | 3.3
COC(=O)C(NS(=O)(=O)c1ccc(NC(C)=O)cc1)C(C)C (stereo not given) | -1 | 0.0 | 0 | -0.7
O=C(c1ccc(Br)s1)N1CCN(c2ccccc2)CC1 | -10 | 0.5 | 17 | 0.0
CCC(=O)N1c2ccccc2-c2nnc(SC)nc2OC1c1ccc2c(c1)OCO2 (stereo not given) | -2 | -0.3 | -1 | -1.2
CCN(CC)S(=O)(=O)c1cccc(C(=O)N/N=C(\C)c2ccc(O)cc2O)c1 | -2 | -0.2 | -16 | 0.7
COC(=O)CN1C(=S)N(c2ccc(OC)cc2)C(=O)/C1=C/c1cc(C)n(C)c1C | -10 | 0.7 | 24 | -0.8
Cc1cc(C(=O)O)c2ccccc2n1 | 12 | 0.4 | 10 | -0.1
O=C(Cn1cnc2ccccc2c1=O)OCCN=C1NS(=O)(=O)c2ccccc21 | 3 | -0.1 | 5 | 4.0
O=C(CCC1CCCC1=O)c1ccccc1 (stereo not given) | -11 | 0.1 | -9 | -0.3
Cn1c(C(=O)O)c(C=O)c2ccccc21 | -7 | -0.1 | 4 | -0.5
NNc1nccc(Nc2ccccc2C(=O)O)n1 | -16 | -0.4 | 12 | -0.4
O=C(c1ccccc1F)N1CCN(Cc2c[nH]c3ccccc23)CC1 | 16 | 0.0 | 35 | -1.0
COc1cccc(CNC(=O)CNS(=O)(=O)c2ccc3nc(C)sc3c2)c1 | 3 | 0.3 | -4 | 0.5
CC(C)C(=O)Nc1ccc(NC(=S)NC(=O)c2cccs2)cc1 | -27 | 0.0 | 12 | -0.5
CCN1C(=O)Cc2cc(NS(=O)(=O)/C=C/c3ccccc3)ccc21 | -2 | -0.1 | -6 | 0.6
SMILES | TEAD-YAP block | FBW7 activator | MITF primary | GPR151 activ
COc1ccc(N2CCN(C(=O)c3ccc(Br)o3)CC2)cc1 | -4 | 0.0 | 18 | -1.5
O=C(NC1CCCCNC1=O)c1cnc2scc(-c3ccccc3Cl)n2c1=O (stereo not given) | -5 | 0.2 | 11 | 0.4
O=C(/C=C/c1ccc([N+](=O)[O-])cc1)Oc1ccc(/C=N/NC(=O)c2ccncc2)cc1 | 15 | 0.7 | 8 | -0.2
CCC(=O)NC(Nc1ccc(OC(F)(F)F)cc1)(C(=O)OC)C(F)(F)F (stereo not given) | 7 | 0.1 | 6 | -2.3
COc1cccc(CCNC(=O)CC2Sc3ccccc3NC2=O)c1OC (stereo not given) | -5 | -0.3 | 6 | 0.6
CC(C)(C)OC(=O)N1CCCC1c1nc2ccc(Br)cc2[nH]1 (stereo not given) | 3 | 0.9 | 32 | -0.9
O=S(=O)(NCc1csc(-c2ccccc2)n1)c1ccc(Cl)c(Cl)c1 | -3 | -0.1 | 4 | -0.5
CCCCC1C(C)C1C(=O)Nc1ccc2ccccc2c1 (stereo not given) | -4 | 0.1 | 1 | 0.3
COC(=O)c1cc(NC(=O)Nc2ccc3c(c2)OCO3)cc(C(=O)OC)c1 | -17 | 0.2 | -15 | -0.3
Cc1ccc(C(=O)Nc2ccc3oc(-c4cccc(F)c4)nc3c2)cc1[N+](=O)[O-] | 15 | -0.1 | -17 | 0.1
Cc1ccc(OCc2n[nH]c(=S)n2C)cc1C | -22 | -0.7 | -8 | -0.8
CCSc1nnc(NC(=O)CSc2ncnc3ccccc23)s1 | 0 | 0.0 | -2 | 0.9
CC1=C(C(=O)Nc2ccc(C)cc2)C(c2ccccc2Br)NC(=O)N1 (stereo not given) | -4 | 1.4 | 7 | 0.3
CC(=Nc1cc(C)ccc1O)c1c(-c2ccccc2)[nH]n(-c2nc3ccccc3s2)c1=O | 4 | -0.1 | 12 | 0.1
CCOc1ccc(CCNC2CC(=O)N(c3ccc(C(=O)OC)cc3)C2=O)cc1OCC (stereo not given) | 1 | 0.0 | 1 | -1.1
Cc1ccc(C(=O)Nc2ccc(-n3c(C)nc4ncccc4c3=O)cc2)cc1C | -22 | -0.2 | -1 | -0.3
CCCOc1ccc(NC(=O)CC2SC(=Nc3ccccc3)NC2=O)cc1 (stereo not given) | 2 | 0.6 | 11 | -0.1
COCCOC(=O)c1c(C)oc2ccc(OCc3ccc(Cl)c(Cl)c3)cc12 | 1 | 0.8 | 12 | -1.0
Cn1c(=O)oc2cc(S(=O)(=O)NCc3ccccc3F)ccc21 | -3 | 0.1 | 1 | -1.4
CCC(C)(C)Nc1c(-c2ccccc2)c(=O)c1=O | 7 | -0.1 | 3 | 1.7
Cc1ccc(NC(=O)NC2(C(F)(F)F)Oc3cc(Cl)c(Cl)cc3O2)c(Br)c1 | 10 | -0.1 | 5 | -0.2
O=C(Nc1ccccc1C(=O)N1CCOCC1)c1ccccc1Cl | -1 | 0.0 | -8 | -0.9
CCOC(=O)C1(Cc2cccc(F)c2)CCN(CCCn2cccn2)CC1 | 8 | -0.2 | -4 | -0.8
CC(C(=O)NCCC1=CCCCC1)N1C(=O)c2ccccc2C1=O (stereo not given) | 9 | -0.1 | 0 | -0.5
CC(C)COc1ccc(C(CC(=O)O)C(=O)O)cc1 (stereo not given) | -39 | -0.1 | -25 | 0.1
SMILES | TEAD-YAP block | FBW7 activator | MITF primary | GPR151 activ
CC(c1ccccc1)n1cc(C(=O)NCCCn2ccnc2)nn1 (stereo not given) | -7 | -0.1 | -3 | 1.1
CC(C)CCNC(=O)CN(Cc1ccc(F)cc1)C(=O)CCC(=O)Nc1ccccn1 | 1 | -0.2 | -3 | 1.7
COc1ccccc1-n1c(O)cc(=O)[nH]c1=S | 6 | -0.1 | 10 | -1.2
CCc1cc(=O)[nH]c(NC2CCN(CC(=O)Nc3ccc(OC)cc3)CC2)n1 | -5 | 0.0 | -10 | -0.6
O=C(CSc1n[nH]c(-c2cccs2)n1)N1CCc2ccccc21 | -5 | -0.2 | -2 | -1.3
Cc1cc(Cl)ccc1OCC(=O)Nc1cccc(-c2nn3c(C)nnc3s2)c1 | 2 | -0.1 | -9 | 0.3
CC(C)CC1=NN2C(=N)/C(=C/c3cccc(Cl)c3)C(=O)N=C2S1 | 7 | 0.2 | -4 | 0.9
Cc1nn(-c2ccccc2)c2c1C(c1ccc(Br)s1)C(C#N)=C(N)O2 (stereo not given) | -5 | -1.3 | 3 | 0.6
O=C(Nc1sc2c(c1C(=O)Nc1ccc(Cl)cc1)CCC2)c1ccco1 | 0 | 0.0 | 5 | 0.1
O=C(NCc1cccnc1)c1cccc(Cl)c1 | 5 | 0.1 | -7 | -0.2
COc1cc(C)c(CN2CCC(n3nccc3NC(=O)C3CCOC3)CC2)cc1C (stereo not given) | 2 | -0.1 | -6 | -0.1
CCOc1ccccc1N1CCN(C(C)C(=O)Nc2ccc(NC(C)=O)cc2)CC1 (stereo not given) | 3 | 0.1 | 1 | -2.5
CCOC(=O)C1=C(C)N=c2s/c(=C\c3ccccc3Cl)c(=O)n2C1c1ccc(C)cc1 (stereo not given) | 3 | 0.2 | -1 | 0.3
CCOc1ccc(C=O)c(OCC(=O)NC(C)(C)C)c1 | 0 | 0.4 | 16 | -0.6
CCOC(=O)N1CCN(C(=O)c2cc3c(=O)[nH]c4ccccc4c3n2C)CC1 | 2 | -0.2 | -18 | -0.4
Cc1ccc(S(=O)(=O)Nc2ccccc2C(=O)N2CCCC2)cc1[N+](=O)[O-] | 2 | -0.1 | -13 | -1.3
COc1ccc(S(=O)(=O)N2CCC(Cc3ccccc3)CC2)cc1C(=O)O | -2 | -0.1 | 0 | 4.4
COc1ccc(C[C@@H]2NC(=O)[C@H]3CN(C(=O)Oc4ccc(F)cc4)CCN3C2=O)cc1 | 10 | 0.2 | -10 | -0.2
COc1cccc(NC(=O)C=C(C)C)c1 | -36 | 0.0 | -20 | -6.9
CC(C)CC(c1nnnn1C1CCCC1)N1CCN(Cc2ccc3c(c2)OCO3)CC1 (stereo not given) | 9 | 0.0 | 7 | 0.9
COC(=O)C(C(=O)OC)C(Nc1ccc(Br)cc1)c1ccccc1 (stereo not given) | 1 | -0.1 | -18 | -0.6
CCCCOC(=O)c1ccc(NC(=O)c2ccc(Br)o2)cc1 | -7 | 0.7 | 3 | -3.8
CC(=O)Nc1cc(C(=O)Nc2cccc(C(F)(F)F)c2)ccc1C | -6 | 0.0 | 7 | 0.2
O=C(CS(=O)CC(=O)Nc1cccc2c1CCCC2)Nc1ccc(F)cc1 (stereo not given) | 1 | -0.1 | -2 | 0.5
CCOC(=O)C1=C(C)NC(C)=C(C(=O)OCC)C1c1ccc(Br)cc1 | 5 | 0.1 | 9 | -0.2

A different layout for some results above:
| smiles | TEAD-YAP block | FBW7 activator | MITF primary | GPR151 activ |
| --- | --- | --- | --- | --- |
| CCOc1ccccc1N1CCN(C(C)C(=O)Nc2ccc(NC(C)=O)cc2)CC1 (stereo not given) | 3 | 0.1 | 1 | -2.5 |
| CCOC(=O)C1=C(C)NC(C)=C(C(=O)OCC)C1c1ccc(Br)cc1 | 5 | 0.1 | 9 | -0.2 |

Complete entries as entered above. Screens in order: TEAD-YAP block, FBW7 activator, MITF primary, GPR151 activ
`CCOc1ccc(CCNC2CC(=O)N(c3ccc(C(=O)OC)cc3)C2=O)cc1OCC` (stereo not given) across the screens: 1, 0.0, 1, -1.1
`COc1ccc(N2C(=O)/C(=C\C=C\c3ccco3)C(=O)NC2=S)cc1` across the screens: -1, -0.2, 77*, -1.4
`Cc1ccc(S(=O)(=O)N2CCOCC2)cc1NC(=O)CSc1nnc(N)s1` across the screens: -3, -0.3, -9, 0.8
`COc1ccc(S(=O)(=O)N2CCC(Cc3ccccc3)CC2)cc1C(=O)O` across the screens: -2, -0.1, 0, 4.4
`CCc1cc(=O)[nH]c(NC2CCN(CC(=O)Nc3ccc(OC)cc3)CC2)n1` across the screens: -5, 0.0, -10, -0.6

(listing goes on)
SMILES | TEAD-YAP block | FBW7 activator | MITF primary | GPR151 activ
O=C(CCSCCc1ccccn1)Nc1ccccc1I | 4 | -0.1 | 6 | -0.5
O=C1NN(c2ccccc2)C(=O)/C1=C/c1ccc(-c2ccc(Cl)c(C(=O)O)c2)o1 | 7 | 0.0 | 16 | -0.8
Cc1ccccc1-c1cn[nH]c1C1CCCN(C(=O)c2cn(C)c3ccccc3c2=O)C1 (stereo not given) | 9 | 0.1 | -6 | -1.5
CC1(C)CC(=O)N(CC(=O)NC2CC2)c2ccccc2S1(=O)=O | -24 | 0.1 | -5 | 0.2
Cn1c(Cc2ccccc2)nnc1SCC(=O)Nc1ccc(F)c(F)c1F | -8 | -0.1 | -17 | -1.4
Cc1ccc(-c2csc(Nc3cccc(C)c3C)n2)cc1 | -5 | 0.3 | 8 | -0.1
O=S(=O)(NCc1cn2ccsc2n1)c1cc(F)ccc1F | 0 | 0.3 | 13 | -1.4
O=C(Cn1cncn1)NCc1ccccc1Br | -6 | -0.1 | -1 | 0.3
O=C(Nc1ccc(-c2ccn[nH]2)cc1)C1CCCN(C2CCSCC2)C1 (stereo not given) | 9 | -0.1 | 1 | 0.1
COCC(=O)Nc1ccccc1C(=O)Nc1cccc(Cl)c1 | 5 | 0.1 | -6 | -0.8
Cc1ccccc1NC(=O)CN(C)S(=O)(=O)c1cccc2cccnc12 | -7 | -0.1 | 5 | -0.6
N#CCSc1nc(-c2cccnc2)ccc1C(=O)O | -3 | 0.2 | -1 | -1.3
COc1cc(OC)c(C(=O)Nc2ccccc2C(F)(F)F)cc1OC | 12 | 0.2 | -30 | -1.3
Cc1ccc(-n2c3c(c(=O)[nH]c2=O)C(NC(=O)CC(C)C)(C(F)(F)F)C(=O)N3)cc1C (stereo not given) | 8 | 0.0 | 22 | 0.8
Cc1ccc(CNC(=O)c2ccc3c(c2)[nH]c(=S)n2c4ccccc4nc32)cc1 | 7 | -0.1 | -1 | 0.3
Cc1ccc(CNC(=O)CCS(=O)(=O)c2ccc3c(c2)OCC(=O)N3)o1 | 0 | 0.1 | 2 | 2.9

Reformatted with tabs: part of the list above
canonical_smiles	TEAD-YAP block	FBW7 activator	MITF primary	GPR151 activ
O=C1NN(c2ccccc2)C(=O)/C1=C/c1ccc(-c2ccc(Cl)c(C(=O)O)c2)o1	7	0.0	16	-0.8
N#CCSc1nc(-c2cccnc2)ccc1C(=O)O	-3	0.2	-1	-1.3

Bioassay records from PubChem BioAssay.
